From PubChem
TNAP pNPP inh = inhibitors of human tissue-nonspecific alkaline phosphatase | P05186 | purified TNAP, pNPP hydrolysis, absorbance 405 nm | inhibition, % at 20 µM | 21,000 tested, under 10 active | AID 615;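 also: 0% = DMSO only wells and 100% = 1 mM levamisole wells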
Target sequence (P05186 whole entry, looked up): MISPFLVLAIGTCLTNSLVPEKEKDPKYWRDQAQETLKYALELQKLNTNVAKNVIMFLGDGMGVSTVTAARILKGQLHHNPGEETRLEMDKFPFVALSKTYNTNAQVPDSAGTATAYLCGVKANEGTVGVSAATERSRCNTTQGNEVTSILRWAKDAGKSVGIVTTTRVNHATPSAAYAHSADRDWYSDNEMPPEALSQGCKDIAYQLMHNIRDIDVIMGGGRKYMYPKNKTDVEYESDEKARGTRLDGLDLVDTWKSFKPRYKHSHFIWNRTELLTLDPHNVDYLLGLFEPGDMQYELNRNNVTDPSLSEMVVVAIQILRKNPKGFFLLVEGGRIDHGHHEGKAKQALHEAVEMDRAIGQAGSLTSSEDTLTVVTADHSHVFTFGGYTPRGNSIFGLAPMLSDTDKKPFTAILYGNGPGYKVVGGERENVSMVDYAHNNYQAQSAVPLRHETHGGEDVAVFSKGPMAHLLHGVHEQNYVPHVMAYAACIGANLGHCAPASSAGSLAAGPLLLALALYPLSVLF
TNAP Pi inh = human TNAP inhibition, phosphate detection; 21,000 tested, under 10 active; purified TNAP, pNPP, malachite green phosphate absorbance; AID 614; inhibition, % at 20 µM; P05186
The depositor's hits bear a star.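 The calls were made as follows: active = inhibition above 50% at the 20 µM single-dose screen; inactive = the rest.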 Only part of the results is shown; rates above refer to the full screens.

Results follow in this order: TNAP pNPP inh | TNAP Pi inh
1) Cc1onc(-c2c(F)cccc2Cl)c1C(=O)Nc1cccc2nsnc12
→ 4.9 | 9.8
2) COc1ccc(Cl)cc1S(=O)(=O)N1CCCC(C(=O)NCC(N)=O)C1 (stereo not given)
→ 6.1 | 10.5
3) COc1cc(NC(=O)c2ccco2)c(OC)cc1NC(=O)c1cc(OC)c(OC)c(OC)c1
→ 4.5 | 10.7
4) COC(=O)c1c(NC(=O)CSc2n[nH]c(N)n2)sc(C)c1C
→ 1.2 | 3.3
5) COc1ccc(S(=O)(=O)N2CCC(C(=O)N3CCCC3)CC2)cc1
→ 4.0 | 11.3
6) COC(=O)c1[nH]c2cccc(OC)c2c1NC(=O)CN1CCOCC1
→ 1.4 | 5.2
7) CCCCCOc1ccc(CN2CCOCC2)cc1Cl
→ 0.3 | 2.2
8) Cc1cccc(OCC(=O)Nc2ccc3c(c2)OCCO3)c1
→ 3.7 | -2.4
9) O=C(O)C1Nc2c(C(=O)N3CCOCC3)cccc2C2C=CCC12 (stereo not given)
→ 9.7 | -7.2
10) COc1ccc(C2SCCN2S(=O)(=O)c2ccccc2)cc1OC (stereo not given)
→ 5.0 | 12.5
11) CCn1c(C)c(C(C)=O)c(N2CCN(C(=O)c3ccco3)CC2)nc1=S
→ -0.9 | 9.5
12) CCOC(=O)c1ccccc1NC(=O)CSc1nnnn1C1CCCCC1
→ 7.5 | -1.6
13) CCOC(=O)C(NC(C)=O)(N1CCc2ccccc2C1)C(F)(F)F (stereo not given)
→ 2.5 | -6.0
14) COC(=O)C1=C(C)NC(C)=C(C(=O)OC)C1c1ccccc1OCc1c(C)no[n+]1[O-]
→ 0.3 | 5.4
15) O=C(c1cc(-c2ccccc2)nc2ccccc12)N1CCN(c2ccccn2)CC1
→ 0.0 | 0.0
16) N#Cc1c(SCC(N)=O)nc(-c2ccccc2)c2c1CCCC2
→ 5.2 | 15.1
17) O=C(Nc1ccc2c(c1)OCO2)c1cccc(F)c1
→ 6.5 | 9.7
18) COc1cc(Br)cc2cc(C(=O)N3CCN(C(=O)c4ccco4)CC3)c(=O)oc12
→ 4.7 | 8.2
19) Cn1c(=O)c2c3c(sc2n2c(SCc4ccc5c(c4)OCO5)nnc12)COC(C)(C)C3
→ 4.5 | 8.8
20) CC1(C)CC(=O)C2=C(C1)N=C1SCCC(=O)N1C2c1ccccc1 (stereo not given)
→ 2.5 | 7.9
21) COC(=O)C1=C(C)Nc2c(c(=O)n(C)c(=O)n2C)C1c1cccs1 (stereo not given)
→ -4.8 | 7.3
22) CCC(Sc1nc2ccccc2c(=O)n1CCN1CCOCC1)C(=O)NCc1cccnc1 (stereo not given)
→ -2.3 | -3.0
23) Nc1c(C(=O)OCC2CCCO2)c2nc3ccccc3nc2n1C1CCCC1 (stereo not given)
→ -8.5 | -7.2
24) COc1ccc(-n2nc3cc(C)c(NC(=O)c4cccnc4)cc3n2)cc1
→ 0.0 | 0.0
25) CCCOc1cccc(C(=O)N(Cc2cccs2)C2CCS(=O)(=O)C2)c1 (stereo not given)
→ 3.1 | 10.6
26) CC(=O)c1c(OCC(=O)O)ccc2c(C)cc(=O)oc12
→ 0.0 | 0.0
27) Cc1ccc(C(=O)N2CCN(C(=O)CN3CCCC3)C2)cc1
→ -8.5 | -3.0
28) O=c1[nH]nc2c3ccccc3cnn12
→ 3.6 | 3.7
29) C=CCOc1ccc(/C(O)=C2\C(=O)C(=O)N(CCCOC)C2c2ccncc2)cc1 (stereo not given)
→ -7.6 | 0.7
30) Cc1csc2nc(CSc3nncn3-c3ccccc3)c(Br)n12
→ 1.8 | -18.4
31) Cn1c(=O)c(C(=O)c2ccccc2)nc2ccccc21
→ -2.4 | 5.8
32) O=C1CCC(C(=O)NCCCn2ccnc2)N1 (stereo not given)
→ -13.7 | -2.7
33) CCn1c(COc2ccc3c(c2)OCO3)nnc1SCC(=O)c1ccccc1
→ 5.4 | 1.5
34) c1ccc2c(-n3cnnn3)cccc2c1
→ 4.8 | 11.7
35) Cc1ccc(S(=O)(=O)Nc2ccc3oc(=O)sc3c2)c(C)c1
→ 3.6 | -25.2
36) O=C(O)C1CCCCC1C(=O)Nc1cccc(C(=O)N2CCCCC2)c1 (stereo not given)
→ -6.9 | 2.3
37) CCCC(=O)Nc1ccc2nc(SCC(=O)Nc3nccs3)sc2c1
→ 0.0 | 0.0
38) CNC(=O)N(O)C1N(C)C(=O)N(Cc2ccccc2)C1(C)C (stereo not given)
→ 2.5 | 9.2
39) COc1cccc(N2CCN(c3ncnc4c3[nH]c3ccccc34)CC2C)c1 (stereo not given)
→ 6.9 | -14.5
40) O=C(Nc1ccc(Nc2ccccc2)cc1)N1CCOCC1
→ 0.7 | 10.0
41) COC(=O)C1C2C=CC3(CN(C(C)c4ccc(OC)cc4)C(=O)C13)O2 (stereo not given)
→ 4.5 | 9.2
42) O=C(c1cccnc1Nc1ccc2c(c1)CCC2)N1CCOCC1
→ 2.0 | 9.3
43) CC1(C)CSC(=S)N1S(=O)(=O)c1ccccc1
→ 3.0 | 4.5
44) COCC(=O)Nc1nc2n(n1)C(c1ccc(Cl)cc1)CC(c1ccc(OC)cc1)N2 (stereo not given)
→ -5.9 | 0.7
45) C[C@]12CC[C@@H]3c4ccc(OS(=O)(=O)O)cc4CC[C@H]3[C@@H]1CCC2=O
→ 2.9 | -20.0
46) CCCC(c1nnnn1Cc1ccco1)N1CCN(c2cc(Cl)ccc2C)CC1 (stereo not given)
→ -1.5 | 11.5
47) CC(=N\O)/C(CN(C)C)=N/O
→ 4.2 | 7.3
48) CCc1c(O)nc(N2CCN(Cc3ccccc3)CC2)[nH]c1=O
→ 2.7 | 11.4
49) Cc1ccc(NC(=O)N2CCC(C(=O)NCc3ccc(F)cc3)CC2)cc1
→ 6.4 | 4.6
50) COc1ccc(/C(O)=C2/C(=O)C(=O)N(CCN3CCOCC3)C2c2ccccn2)cc1OC (stereo not given)
→ 4.5 | 8.2
51) CCN(CC(=O)Nc1ccc2c(c1)OCO2)Cc1nc2ccccc2c(=O)[nH]1
→ 0.0 | 0.0
52) CCOc1ccc(/C(O)=C2/C(=O)C(=O)N(CCN(CC)CC)C2c2ccco2)cc1 (stereo not given)
→ 2.7 | 10.2
53) O=C(CSc1nnnn1-c1ccccc1)CSc1nnnn1-c1ccccc1
→ 2.6 | -4.7
54) COc1cccc(-c2nc(N3CCN(Cc4ccccc4)CC3)c3ccccc3n2)c1O
→ 0.0 | 0.0
55) CCN(CC)C(=O)c1sc2nc(-c3cccs3)cc(-c3cccs3)c2c1N
→ 2.3 | 1.8
56) O=C(O)[C@@H]1CCCC[C@@H]1C(=O)N1CCc2ccccc2C1CN1C(=O)c2ccccc2C1=O (stereo not given in full)
→ 7.9 | 2.1
57) COc1ccc(C(=O)c2oc3ccccc3c2N)cc1
→ -1.0 | -11.8
58) Nc1nnc(CCN2C(=O)CSC2=O)s1
→ -3.4 | -10.7
59) COc1ccc(C(C#N)(CCC#N)CCC#N)cc1OC
→ 1.4 | 9.8
60) COc1ccc(C)cc1NC(=O)CSc1nc(SC)ns1
→ 0.0 | 0.0

Next compounds:
Results follow in this order: TNAP pNPP inh | TNAP Pi inh
61) O=C(Nc1ccccc1)c1ccc2nc(-c3ccco3)c(-c3ccco3)nc2c1
→ 0.8 | -34.6
62) Cc1nc2ccc(NC(=O)N3CCCCC3)cc2s1
→ -6.9 | -6.5
63) O=C(CSc1nnnn1C1CCCCC1)NCCc1ccccc1
→ 2.9 | -1.8
64) CCOC(=O)CSc1nnc(C)c(=O)[nH]1
→ 3.6 | 11.1
65) CC1(C)CC(=O)C2=C(C1)OC(N)=C(C#N)C21C(=O)N(CN2CCOCC2)c2ccccc21 (stereo not given)
→ 0.0 | 0.0
66) CCOc1ccc(NC(=O)CNC(=O)c2ccc(OC)c(OC)c2)cc1
→ 5.4 | 13.8
67) COc1ccc(CCNC(=O)CSc2nnnn2-c2ccccc2)cc1
→ 2.5 | 16.3
68) COc1cccc(Cn2c(NCc3ccco3)nc3c2c(=O)n(C)c(=O)n3C)c1
→ 2.8 | 6.7
69) CCS(=O)(=O)N1CCc2cc(OC)c(OC)cc2C1
→ -2.0 | 4.4
70) O=C(NC1CCCC1)C(c1cccnc1)N(C(=O)c1csnn1)C1CC1 (stereo not given)
→ -11.3 | 0.4
71) CCc1nc2ccc(C(=O)NCc3ccco3)cc2nc1CC
→ -4.3 | 6.3
72) COC(=O)CSc1nc(-c2ccccc2)cc(-c2ccco2)c1C#N
→ 1.7 | 5.7
73) COc1ccc2c(c1OC)C(=O)OC2Nc1ccccc1S(=O)(=O)C(F)F (stereo not given)
→ 1.6 | 4.9
74) Cc1c(C(=O)N2CCOCC2)oc2c1C(=O)CC(C)(C)C2
→ 2.9 | 6.6
75) Nc1nc(NCc2ccccc2)nc(-c2ccccc2)n1
→ 6.5 | 12.3
76) CC1CCN(c2ccc(C(=O)NCCc3ccccc3)cn2)CC1
→ 0.8 | -17.4
77) O=C1CC(c2ccccc2)NC(=O)N1 (stereo not given)
→ -0.9 | 4.8
78) CCCCNc1nc2ccccc2n1CC(=O)N1CCc2ccccc2C1
→ 6.4 | 14.8
79) CC1=C(C(=O)OCC2CCCO2)C(c2ccc(C)o2)C2=C(CC(c3ccc(N(C)C)cc3)CC2=O)N1 (stereo not given)
→ 3.2 | 5.9
80) CC(C)c1ccc(-c2nnn(Cc3nc4ccccc4s3)n2)cc1
→ 1.7 | 10.5

Single entries from the entries so far.
TNAP Pi inh, Nc1nc(NCc2ccccc2)nc(-c2ccccc2)n1 = 12.3
TNAP pNPP inh, CCOC(=O)CSc1nnc(C)c(=O)[nH]1 = 3.6
TNAP pNPP inh, COC(=O)CSc1nc(-c2ccccc2)cc(-c2ccco2)c1C#N = 1.7

Single records, as listed above.
COc1ccc(CCNC(=O)CSc2nnnn2-c2ccccc2)cc1 in the list: TNAP pNPP inh: 2.5; TNAP Pi inh: 16.3
CCCCNc1nc2ccccc2n1CC(=O)N1CCc2ccccc2C1 in the list: TNAP pNPP inh: 6.4; TNAP Pi inh: 14.8
COc1cccc(Cn2c(NCc3ccco3)nc3c2c(=O)n(C)c(=O)n3C)c1 in the list: TNAP pNPP inh: 2.8; TNAP Pi inh: 6.7

Next records
Results follow in this order: TNAP pNPP inh | TNAP Pi inh
81) Cc1nc2ccccc2c2c1C(=O)N(C(C)C)C2=O
→ -13.9 | -7.1
82) O=C(Nc1cccnc1)c1ccc(Oc2ccccc2)cc1
→ 9.7 | 20.5
83) O=C(NCc1ccccn1)c1cc(-c2ccccc2)on1
→ 5.1 | 16.6
84) COCCNc1nc2c(c(=O)n(C)c(=O)n2C)n1Cc1cccc(C(F)(F)F)c1
→ 7.1 | 2.1
85) CCC(c1nnnn1Cc1ccc2c(c1)OCO2)N1CCN(c2ccc(OC)cc2)CC1 (stereo not given)
→ -3.6 | -19.5
86) CCN1C(=O)c2cccc3c(S(=O)(=O)NCc4ccco4)ccc1c23
→ -7.5 | -11.6
87) COc1cccc(S(=O)(=O)N2CCN(c3ccccc3F)CC2)c1
→ 0.0 | 0.0
88) Cc1cc(C)c2nc(-c3ccccn3)cc(C(=O)NCc3ccco3)c2c1
→ 1.8 | 16.1
89) Cc1ccc(OCC(=O)N2CCCCCC2)c(C)c1
→ 3.7 | -2.0
90) O=C1NCCCC1C(=O)Nc1ccccn1 (stereo not given)
→ -4.9 | -3.1
91) CSCCC(NC(=O)c1ccccc1)c1nc(-c2ccccc2)no1 (stereo not given)
→ 3.2 | 15.9
92) CCOC(=O)c1cc2c(ccn2C)n1CC(=O)N1CCN(c2ccc(F)cc2)CC1
→ 5.4 | -7.0
93) CC(=O)c1cccc(NC(=O)N2CCCC2C(=O)Nc2ccccc2C)c1 (stereo not given)
→ 4.1 | 3.9
94) C=CCn1c(=N)c(C(=O)NCCCOC)cc2c(=O)n3cccc(C)c3nc21
→ -0.8 | 10.6
95) Nc1c(C(=O)NCCN2CCOCC2)c2nc3ccccc3nc2n1CCc1ccccc1F
→ -3.9 | 5.6
96) Cc1cc2cc(OCC(=O)O)ccc2n1C
→ -10.6 | -3.3
97) CCOc1c(Br)ccc2c1sc1nc[nH]c(=O)c12
→ -6.6 | -0.3
98) CCOC(=O)C1CCN(S(=O)(=O)c2cccc(-c3cn4cccc(C)c4n3)c2)CC1
→ 1.6 | 8.1
99) Cc1ccc(N(CC(=O)NCc2ccncc2)S(C)(=O)=O)cc1Cl
→ 7.5 | 15.9
100) Cn1c(N2CCN(C(=O)C34CC5CC(CC(C5)C3)C4)CC2)nc2ccccc21
→ 0.7 | 7.1
101) Cc1cc(Oc2ccccc2)nc2ccc(O)cc12
→ 0.7 | 12.2
102) CC(=O)c1cccc(NC(=O)C2CCCC2)c1
→ 2.6 | 7.3
103) O=C(Nc1ccc2c(c1)OCO2)C1CCN(S(=O)(=O)c2ccc3c(c2)OCCO3)CC1
→ 1.0 | 6.7
104) CN(C)CCNC(=O)C12CC3(C)CC(C)(CC(C)(C3)C1)C2
→ -7.6 | -10.4
105) CN=c1scc(C)n1/N=C/c1ccc(O)cc1O
→ 1.5 | 10.6
106) O=C(O)c1ccc(C2CCCCC2)cn1
→ 1.7 | 8.0
107) COc1ccc(Nc2nc(C)c3ccccc3n2)cc1
→ 5.2 | 9.9
108) COc1ccccc1-c1cn(S(=O)(=O)c2ccc(C)cc2)nc1N
→ 3.3 | 16.2
109) CCC(=O)Nc1nonc1-c1nc2ccccc2n1Cc1ccccc1
→ 1.1 | 13.3
110) CN1CCN(/C=N/c2c(C#N)cnn2C)CC1
→ 8.2 | 13.3
111) Fc1ccccc1OCCSc1nnnn1-c1ccccc1
→ -2.2 | 7.1
112) Cn1c(=O)c2c3c(sc2n2c(SCC(=O)c4ccc(Cl)cc4)nnc12)COC(C)(C)C3
→ 4.8 | 10.2
113) CCCCNC(=O)N1CCOCCOCCN(C(=O)NCCCC)CCOCC1
→ -0.8 | 6.9

Arranged by the number under TNAP pNPP inh (falling): some entries from above.
cpd | Structure | TNAP pNPP inh
68 | COc1cccc(Cn2c(NCc3ccco3)nc3c2c(=O)n(C)c(=O)n3C)c1 | 2.8
30 | Cc1csc2nc(CSc3nncn3-c3ccccc3)c(Br)n12 | 1.8
73 | COc1ccc2c(c1OC)C(=O)OC2Nc1ccccc1S(=O)(=O)C(F)F (stereo not given) | 1.6
